KDM5B inhibitor: blocks human KDM5B histone demethylase activity; Q9UGL1; KDM5B demethylase, FDH-coupled NADH fluorescence (FDH is formaldehyde dehydrogenase); Potency, µM (titrated, usually from 57.7 µM), without a hit: top-dose activity change, negative = inhibition, usual class: inhibitors; hit rate 2.6% among 220,000; active = well fitted inhibition curve with a large enough effect; inconclusive = small, poorly fitted or top-dose-only effect; inactive = no such curve, though single readings can be large or run the other way; note: 0% is about no effect; nearly all actives have a fitted effect of over 70% in size
Target sequence (Q9UGL1 whole entry, looked up): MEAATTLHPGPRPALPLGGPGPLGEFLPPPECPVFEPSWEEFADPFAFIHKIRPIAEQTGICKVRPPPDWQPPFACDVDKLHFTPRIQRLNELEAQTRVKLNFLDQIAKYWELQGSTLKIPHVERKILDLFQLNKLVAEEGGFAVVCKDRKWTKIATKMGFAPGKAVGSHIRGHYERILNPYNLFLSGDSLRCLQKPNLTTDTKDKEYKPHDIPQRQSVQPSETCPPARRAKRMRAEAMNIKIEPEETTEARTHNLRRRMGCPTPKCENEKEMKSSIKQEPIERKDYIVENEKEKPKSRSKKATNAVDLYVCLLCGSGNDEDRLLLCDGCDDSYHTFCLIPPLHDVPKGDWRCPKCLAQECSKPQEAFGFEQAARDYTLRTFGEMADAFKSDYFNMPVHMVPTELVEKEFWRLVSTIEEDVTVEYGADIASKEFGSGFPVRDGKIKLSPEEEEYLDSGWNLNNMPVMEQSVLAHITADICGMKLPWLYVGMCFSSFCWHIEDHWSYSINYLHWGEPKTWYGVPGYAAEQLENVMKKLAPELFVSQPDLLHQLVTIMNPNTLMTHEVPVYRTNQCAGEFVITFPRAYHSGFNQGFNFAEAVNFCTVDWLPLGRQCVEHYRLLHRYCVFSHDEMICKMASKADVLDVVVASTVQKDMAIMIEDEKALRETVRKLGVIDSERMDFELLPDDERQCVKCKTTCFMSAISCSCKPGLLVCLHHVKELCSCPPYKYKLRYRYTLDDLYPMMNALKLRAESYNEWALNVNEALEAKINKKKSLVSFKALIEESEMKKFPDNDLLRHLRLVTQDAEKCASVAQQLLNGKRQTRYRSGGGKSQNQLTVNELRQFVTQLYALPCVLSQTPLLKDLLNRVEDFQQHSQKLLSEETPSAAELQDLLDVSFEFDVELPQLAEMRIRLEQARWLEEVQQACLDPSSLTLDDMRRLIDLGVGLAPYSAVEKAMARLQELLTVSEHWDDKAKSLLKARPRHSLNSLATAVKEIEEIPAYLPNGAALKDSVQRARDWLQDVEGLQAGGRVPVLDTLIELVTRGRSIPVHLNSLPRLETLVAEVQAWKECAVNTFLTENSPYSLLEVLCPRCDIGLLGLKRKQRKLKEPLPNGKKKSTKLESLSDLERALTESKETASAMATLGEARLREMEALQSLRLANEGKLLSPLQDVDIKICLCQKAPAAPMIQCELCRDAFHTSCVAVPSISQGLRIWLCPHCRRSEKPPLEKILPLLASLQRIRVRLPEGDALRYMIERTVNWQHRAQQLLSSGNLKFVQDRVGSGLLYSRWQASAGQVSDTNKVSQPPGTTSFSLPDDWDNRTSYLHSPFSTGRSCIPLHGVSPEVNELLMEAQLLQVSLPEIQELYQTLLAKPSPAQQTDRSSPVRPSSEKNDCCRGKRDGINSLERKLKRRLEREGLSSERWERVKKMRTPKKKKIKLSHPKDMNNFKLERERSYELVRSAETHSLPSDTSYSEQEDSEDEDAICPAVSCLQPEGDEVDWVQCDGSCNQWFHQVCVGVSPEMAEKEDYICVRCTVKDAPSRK
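Coupled FDH/NAD⁺ fluorescence readout. KDM5BΔAP 200 nM final; compound titration, 10 min RT preincubation; substrate mix 12.5 µM H3K4me3, 25 µM 2-OG, 50 µM Fe(II), 100 µM ascorbate, 0.25 mM NAD⁺, 0.25 U/mL FDH; ΔRFU over 30 min.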
Numbers without * were called inactive; ? = inconclusive; [ ] = remark or other dose. Potency is the fitted concentration of half-maximal effect. Some of the compounds tested (hit frequency here may not be typical).

compound	KDM5B inhibitor
CCCNC(=O)C[C@@H]1CCN(C(=O)c2cccnc2)C[C@@H]1CC	-13%[86.2 µM]
COc1ccc(CN2CCC3(CC2)CC(C(C)C)=NO3)cc1	-15%[86.2 µM]
COc1cc(CNC2CCC(O)CC2)ccc1OCC(O)CN1CCSCC1 (stereo not given)	-16%
Cc1noc(C)c1C(C)C1=CCCCC1 (stereo not given)	13%
O=C(c1ccccc1)N1CCC(Cc2noc(C3CC3)n2)C1 (stereo not given)	-13%
CCn1cc(S(=O)(=O)N2CCCC(C(=O)NCc3nn(CC)cc3Cl)C2)c(C)n1 (stereo not given)	4%
Cc1nc(C(C)C)sc1C(=O)NCc1ccccc1	13%
COc1cccc(-c2cc(C(=O)Nc3ccc4c(c3)OCO4)no2)c1	-28%
N#Cc1cccc(S(=O)(=O)N[C@H]2[C@H](O)[C@H](O)C[C@@H]2c2ccc(C(F)(F)F)cc2)c1	-18%[86.2 µM]
CCOc1ccc(OCC)c(NS(=O)(=O)c2cc(-c3cnc(C)o3)ccc2OC)c1	6%
CC(N)c1cccc(NS(C)(=O)=O)c1 (stereo not given)	23%
COc1ccc(-c2nsc(NC(=O)c3cccc(OC)c3)n2)cc1	-9%
O=C(C[C@H]1NC(=O)c2ccccc2NC1=O)NCCc1ccco1	-21%
CCN(CC)CCNC(=O)c1nn(-c2ccc(OC)c(Cl)c2)c(=O)c2c1c1ccccc1n2C	-2%
CCC1(C)Cc2c(sc3nc(SCC(=O)c4ccccc4)nc(N)c23)CO1 (stereo not given)	2%
CNC(=S)N/N=C/c1ccccc1[N+](=O)[O-]	-20%
COc1ccccc1CCNC(=O)C1CC(c2ccccc2)CN(C(=O)C2CC2)C1 (stereo not given)	-20%
Cc1cc(C(=O)N2CCC(=O)N(Cc3ccc(F)cc3)C(C(C)C)C2)n[nH]1 (stereo not given)	42%[activator]
CC(NC(=S)NNS(=O)(=O)c1cccc([N+](=O)[O-])c1)c1ccccc1 (stereo not given)	6%
COc1cc(NC(=O)Cn2c(-c3ccc(F)cc3)nc(C)c(CCO)c2=O)cc(OC)c1OC	-6%
Cc1cc(OCC(=O)NC(Cc2c[nH]c3ccccc23)C(=O)O)ccc1Cl (stereo not given)	?
CCOc1ccc(/C=C/C(=O)Nc2ccc3nc(N(CC)CC)cc(C)c3c2)cc1OC	?
Cc1ccc(NC(=O)N2CCN(Cc3nc4ccc(C)cc4o3)CC2)c(Cl)c1	0%
COc1ccc2cc(CNC(=O)CNC(=O)c3ccc(C(F)(F)F)cc3)ccc2c1	1%
Cc1ccccc1NC(=O)COc1ccc(S(=O)(=O)N2CCCC2)cc1C	-2%
COc1ccc(N(CC(=O)Nc2cc(OC)cc(OC)c2)S(=O)(=O)c2c(C)noc2C)cc1	?
O=C(Nc1cccc(F)c1)c1nn(Cc2ccccc2)c(=O)c2ccccc12	10%
COc1cc(C(=O)Nc2ccc(NC(=O)c3ccc(C(C)(C)C)cc3)cc2)cc(OC)c1OC	244%[activator]
CC1=C(c2ccc(C)c(C)c2)S(=O)(=O)NC1=NC(C)C12CC3CC(CC(C3)C1)C2 (stereo not given)	6%
CC(=O)N1Cc2ccccc2OC2(CCN(C(=O)c3cccc4[nH]ccc34)CC2)C1	-16%[115 µM]

The final 5 entries of the section above come first, to join the parts.
compound	KDM5B inhibitor
COc1ccc(N(CC(=O)Nc2cc(OC)cc(OC)c2)S(=O)(=O)c2c(C)noc2C)cc1	?
O=C(Nc1cccc(F)c1)c1nn(Cc2ccccc2)c(=O)c2ccccc12	10%
COc1cc(C(=O)Nc2ccc(NC(=O)c3ccc(C(C)(C)C)cc3)cc2)cc(OC)c1OC	244%[activator]
CC1=C(c2ccc(C)c(C)c2)S(=O)(=O)NC1=NC(C)C12CC3CC(CC(C3)C1)C2 (stereo not given)	6%
CC(=O)N1Cc2ccccc2OC2(CCN(C(=O)c3cccc4[nH]ccc34)CC2)C1	-16%[115 µM]
COc1ccc(Nc2nc3ccccc3nc2NS(=O)(=O)c2cccc(Cl)c2)c(OC)c1	17%
COC(=O)[C@@H]1Cc2ncn(Cc3ccc(Cl)cc3)c2CN1S(=O)(=O)c1cccc(C(F)(F)F)c1	-16%
N[C@H]1CCN2C(=O)c3cc(-c4ccc(Cl)cc4)ccc3NC(=O)[C@@H]2C1	?
Cc1nn(C)c(C)c1C(=O)NCc1cccnc1N1CCOCC1	12%
O=C(Nc1ccc(Cc2nc3ccccc3s2)cc1)C1CCCC1	-6%
Cc1noc(/C=C/c2ccccc2F)c1S(=O)(=O)N1CCC(C(=O)N2CCOCC2)CC1	11%
COc1ccc(CNC(=O)C[C@@H]2CCNC[C@@H]2Cc2cc(C(C)(C)C)on2)cc1	69%[activator][86.2 µM]
CCOc1ccc(-c2nonc2NC(=O)c2oc3ccc(C)cc3c2C)cc1OCC	-7%
CCN1c2cc(C(=O)Nc3ccc(C)cc3Cl)ccc2C(=O)N2CCCCCC21 (stereo not given)	?
COc1cc(CNC(=O)c2ncoc2-c2cccs2)cc(OC)c1OC	?
Cc1cnn(-c2cc(N3CCC(n4cc(C5CCCC5)nn4)CC3)ncn2)c1	-28%
COc1cccc(NC(=O)N[C@H]2CCN(C(=O)C=C(C)C)[C@@H]2C(=O)N[C@@H](Cc2cccs2)C(N)=O)c1	-7%
Cc1nnc(SCc2cc([N+](=O)[O-])cc3c2OCOC3)[nH]c1=O	19%
CCOC(=O)c1nnn(C(CC)C(=O)Nc2ccc(F)cc2)c1C(=O)OCC (stereo not given)	9%
CC[C@H]1CN(C(=O)Nc2cccc(C(F)(F)F)c2)CC[C@H]1CC(=O)NCc1ccccc1	-9%
Cc1ccc(C(=O)N[C@H](C(=O)N2CCN(c3ccccc3F)CC2)C(C)C)cc1	23%
Cc1ccc(F)c(NC(=O)Cc2ccsc2)c1	-17%
COCCNC(=O)c1ccc2c(c1)N(C)C(CC(=O)NCC(C)(C)C)CO2 (stereo not given)	28µM*
CCNC(=O)N1CCCC(c2nc(-c3cccnc3)no2)CCNC(=O)CC1 (stereo not given)	-10%
Cc1ccc(CNC(=O)[C@H]2CCC[C@@H](O)C2)c2cccnc12	?
Cc1cc(Nc2cccc(Cl)c2)nc2ccc(NC(=O)c3ccc(F)cc3Cl)cc12	?
O=C(CCCc1ccccc1)Nc1ccnn1C1CCN(Cc2ccccn2)CC1	-12%
COCCN1CCCC2(CCN(C(=O)CCn3ccc(C)n3)C2)C1=O (stereo not given)	21%
CC1CCCCN1Cc1c(O)ccc2c(=O)c(-c3ccccc3)coc12 (stereo not given)	?
CC(C(=O)Nc1ccccc1Br)N1c2cccc3cccc(c23)S1(=O)=O (stereo not given)	?
C[C@H](O)c1onc(-c2ccc(F)cc2)c1C(=O)N1CCC1	-13%[115 µM]
Cc1ccccc1COC1CN(C(=O)C2CC(=O)N(C(C)(C)C)C2)C1 (stereo not given)	-3%
CC/C=C(/C)C(=O)NCc1cccc(CN2CCOC(C)C2)c1 (stereo not given)	3%
COCc1nc2nc(-c3ccccc3)c(-c3ccc(O)c(F)c3)cc2n1C	-3%[86.2 µM]
CC(C)Cc1c(C(C)C)sc(N)c1C#N	-30%

Some of the entries so far, with values ahead of the structure:
KDM5B inhibitor	Molecule
-10%	CCNC(=O)N1CCCC(c2nc(-c3cccnc3)no2)CCNC(=O)CC1 (stereo not given)
-6%	O=C(Nc1ccc(Cc2nc3ccccc3s2)cc1)C1CCCC1
-30%	CC(C)Cc1c(C(C)C)sc(N)c1C#N
-16%	COC(=O)[C@@H]1Cc2ncn(Cc3ccc(Cl)cc3)c2CN1S(=O)(=O)c1cccc(C(F)(F)F)c1

New compounds follow
compound	KDM5B inhibitor
Cc1ccc2c(c1C)NC(=O)CC2c1cc2c(cc1Br)OCO2 (stereo not given)	-21%
C=CCn1c(C)cc(C(=O)Cn2c(=O)c3c(ncn3CC)n(Cc3ccccc3)c2=O)c1C	-5%
Cn1nc(C(=O)N2CCN(c3cc(-c4ccccc4)[nH]n3)CC2)c2ccccc21	9%
CC1CCN(S(=O)(=O)c2ccc3nc(Nc4cccc(F)c4)ccc3c2)CC1	?
CC(=O)N/N=C/c1ccccc1OCCCOc1ccc(Cl)c(C)c1	-17%
Cc1cccc(C)c1N(C)S(=O)(=O)c1ccc2c(c1)C(=O)Nc1cc(Cl)ccc1O2	7%
CC(C)CCN1CCC2(C1)C(=NC1CCCCC1)NC(=O)N2c1cccnc1 (stereo not given)	8%[115 µM]
Cc1cc(C)c(NC(=O)C(C)n2nnc3sc4c(c3c2=O)CCCC4)c(C)c1 (stereo not given)	-20%
CN(C(=O)c1cccc2ccccc12)C1CCCN(C2Cc3ccccc3C2)C1 (stereo not given)	27%
CCc1ccc(NC(=O)CN2C(=O)C(c3ccc(F)cc3)=NC2(C)C)cc1	-12%
Cc1ccc(S(=O)(=O)N2CCN(C(=O)c3c(-c4c(F)cccc4Cl)noc3C)CC2)cc1C	9%
Cc1ccc(NC(=O)N2CCCCC2c2noc(COc3ccc(F)cc3)n2)cc1F (stereo not given)	9%
COC[C@@H]1CN(Cc2cccc(OC)c2OC)C[C@H]1C(=O)N(C)C	14%
CCN1c2cc(C(=O)Nc3cccc(Cl)c3C)ccc2C(=O)N2CCCCCC21 (stereo not given)	?
COc1ccc(-c2ccc3nnc(CNC(=O)c4cccc(C#N)c4)n3n2)cc1	28µM*
Cc1nn2c(c1-c1cccnc1N1CCOCC1)N(CCc1ccccc1)CCC2	?
Cc1[nH]c2ccc(F)cc2c1CC(=O)NCC(c1ccccc1)N1CCCC1 (stereo not given)	1%
CC(=O)N1CCC(C2CCN(Cc3ccccc3F)C2)CC1 (stereo not given)	-25%
CCN1CCCCC12Cc1ccccc1CN(S(C)(=O)=O)C2 (stereo not given)	10%[149 µM]
C=CCN1CC2(CCC1=O)CCN(C(=O)C1CCc3ccccc31)CC2 (stereo not given)	18%
CC(C)OC(C)C(=O)N1CCc2onc(-c3ccc(C(F)(F)F)cc3)c2C1 (stereo not given)	-1%
CCOC(=O)c1ccc(S(=O)(=O)N2CCC(C(=O)NC3CC(C)(C)NC(C)(C)C3)CC2)cc1	13%
C/C(=N\O)C(C)N(O)C(C)/C(C)=N/O (stereo not given)	-27%
COc1ccc2cc(/C=C(\NC(=O)c3ccccc3)C(=O)NCCO)c(Cl)nc2c1	-31%
CC(C)c1ccc(NC(=O)N2CC[C@@H](CC(=O)O)[C@@H](CC3=NCCc4ccccc43)C2)cc1	-25%
O=C(Nc1nc(-c2ccc3ccccc3c2)cs1)c1cc[n+]([O-])cc1	10%
Cc1ccc(C(=O)Nc2ccc(C(=O)O)cc2)cc1S(=O)(=O)Nc1ccccc1	7%
Cc1ccc(Cl)cc1NC(=O)CN1C(=O)c2ccccc2Sc2ncccc21	-6%
COCC(=O)NC1CCC12CCN(C(=O)C(C)C)CC2 (stereo not given)	12%
Cc1nc2sccn2c1-c1csc(Nc2cccc(Cl)c2C)n1	-25%

> CCOc1cc(C2C(C(N)=O)=C(C)Nc3ncnn32)cc(Br)c1O (stereo not given)
  KDM5B inhibitor: -15%
> Cc1ccc(C(=O)C(OC(=O)c2sccc2C)c2ccc(C)cc2)cc1 (stereo not given)
  KDM5B inhibitor: -4%
> Cc1cccc(C(=O)N2CCC(C(NC(=O)c3ccccc3Cl)C(=O)NCC(C)C)CC2)c1 (stereo not given)
  KDM5B inhibitor: -29%
> C#CCNC(=O)CN(C)Cc1ccc(C(F)(F)F)cc1
  KDM5B inhibitor: 14%
> CCOc1ccc(C2CC(=O)n3nc(-c4ccc(C)cc4)nc3S2)cc1 (stereo not given)
  KDM5B inhibitor: -3%
> CCOc1ccc(NC(=O)c2cc(S(=O)(=O)N3CCC(C)CC3)cn2C)cc1
  KDM5B inhibitor: 6%
> C=C(C)Cn1c(NCC)nc2c1c(=O)n(C)c(=O)n2C
  KDM5B inhibitor: 5%
> O=C(c1nnc(COc2ccc(OC(F)(F)F)cc2)n1-c1ccccc1)N1CCC[C@@H]1C(c1ccccc1)c1ccccc1
  KDM5B inhibitor: ?
> Cc1cc(C)c2c(CN3CCN(c4ccccc4)CC3)cc(=O)oc2c1
  KDM5B inhibitor: 13%
> COc1ccc2nc(SCC(=O)N3N=C(c4ccco4)CC3c3cccs3)[nH]c2c1 (stereo not given)
  KDM5B inhibitor: -16%

> Cc1ccc2c(c1)NC(SCC(=O)Nc1cccc(C(F)(F)F)c1)=NS2(=O)=O
  KDM5B inhibitor: 23%
> Cc1cc(C)cc(N2CCn3c2nc2c3c(=O)n(C/C=C/c3ccccc3)c(=O)n2C)c1
  KDM5B inhibitor: ?
> O=C(/C(Br)=C/Nc1ccc(Cl)cc1Cl)C(F)(F)F
  KDM5B inhibitor: -12%
> CC1CN(C(=O)Cc2nn(C)c(=O)c3ccccc23)CCO1 (stereo not given)
  KDM5B inhibitor: 13%
> Cc1ccc(-c2cc(C(=O)NCCCN3CCCC3)c3ccccc3n2)cc1C
  KDM5B inhibitor: ?
> Cc1[nH]c2ccc(C(=O)N3CCNC(=O)C3)cc2c1C
  KDM5B inhibitor: -6%
> O=C(NC(=S)Nc1cc([N+](=O)[O-])ccc1O)C1CC1
  KDM5B inhibitor: -6%
> COc1ccc(C(C)NC(=O)Cc2cccs2)cc1OC (stereo not given)
  KDM5B inhibitor: 0%
> COc1ccc(-c2noc([C@@H]3CCCN3C(=O)c3cc(F)ccc3F)n2)cc1OC
  KDM5B inhibitor: 6%
> COc1ccc(CN(C(=O)CNC(=O)c2ccco2)C(C(=O)NCC2CCCO2)c2ccc(OC)c(OC)c2)cc1 (stereo not given)
  KDM5B inhibitor: 13%
